Nrf2 inh: Nrf2 pathway inhibition. A549 ARE-Fluc reporter, luciferase luminescence, 18-24 h. Potency, µM (doses to about 46 µM), inactives show at the top dose activity change, negative = inhibition, usual class: inhibitors. 2.1% of 360,000 active. AID 504444; also: potency is read from the fitted curve at half-maximal effect; % is scaled to controls: 0 for no effect and ±100 for the full control effect; nearly all actives have a fitted effect of over 60% in size
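Cells were seeded and rested 2 h, then exposed to compounds for 18-24 h. CellTiter-Fluor was read first as a viability measure. BugLite was added 15 min before the final luminescent read of ARE-luciferase activity in A549 cells.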
HepG2 viability: kills HepG2 cells in TGF-b inhibitor counter-screen; HepG2 CAGA-GFP viability, ATP luminescence, 18 h; Potency, µM (highest dose often 46.1 µM), for inactives: top-dose activity change, negative = cytotoxicity, hits mostly cytotoxic; 0.76% of 410,000 active; AID 588856; also: potency is read from the fitted curve at half-maximal effect; some results filed as inactive show a strong effect at the top dose
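HepG2 CAGA-GFP cells (1000/well, DMEM with 1% FBS) received compound, then TGF-beta at 500 pg/mL final, and were incubated 18 hours at 37 degrees C. Viability was read by CellTiter-Glo luminescence. Media-only wells were set as complete cell-killing and DMSO as no toxicity.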
EPAC2 agonist: agonists of human EPAC2 (RAPGEF4) | Q8WZA2 | EPAC2 activation, biochemical qHTS; response scale: 100% = 6.5 mM cAMP response | Potency, µM (highest dose often 154 µM), inactives show at the top dose activation, actives largely listed as activators | 0.079% of 360,000 active | AID 720711; also: potency is read from the fitted curve at half-maximal effect; nearly all actives have a fitted effect of over 50% in size
Target sequence (Q8WZA2 whole entry, looked up): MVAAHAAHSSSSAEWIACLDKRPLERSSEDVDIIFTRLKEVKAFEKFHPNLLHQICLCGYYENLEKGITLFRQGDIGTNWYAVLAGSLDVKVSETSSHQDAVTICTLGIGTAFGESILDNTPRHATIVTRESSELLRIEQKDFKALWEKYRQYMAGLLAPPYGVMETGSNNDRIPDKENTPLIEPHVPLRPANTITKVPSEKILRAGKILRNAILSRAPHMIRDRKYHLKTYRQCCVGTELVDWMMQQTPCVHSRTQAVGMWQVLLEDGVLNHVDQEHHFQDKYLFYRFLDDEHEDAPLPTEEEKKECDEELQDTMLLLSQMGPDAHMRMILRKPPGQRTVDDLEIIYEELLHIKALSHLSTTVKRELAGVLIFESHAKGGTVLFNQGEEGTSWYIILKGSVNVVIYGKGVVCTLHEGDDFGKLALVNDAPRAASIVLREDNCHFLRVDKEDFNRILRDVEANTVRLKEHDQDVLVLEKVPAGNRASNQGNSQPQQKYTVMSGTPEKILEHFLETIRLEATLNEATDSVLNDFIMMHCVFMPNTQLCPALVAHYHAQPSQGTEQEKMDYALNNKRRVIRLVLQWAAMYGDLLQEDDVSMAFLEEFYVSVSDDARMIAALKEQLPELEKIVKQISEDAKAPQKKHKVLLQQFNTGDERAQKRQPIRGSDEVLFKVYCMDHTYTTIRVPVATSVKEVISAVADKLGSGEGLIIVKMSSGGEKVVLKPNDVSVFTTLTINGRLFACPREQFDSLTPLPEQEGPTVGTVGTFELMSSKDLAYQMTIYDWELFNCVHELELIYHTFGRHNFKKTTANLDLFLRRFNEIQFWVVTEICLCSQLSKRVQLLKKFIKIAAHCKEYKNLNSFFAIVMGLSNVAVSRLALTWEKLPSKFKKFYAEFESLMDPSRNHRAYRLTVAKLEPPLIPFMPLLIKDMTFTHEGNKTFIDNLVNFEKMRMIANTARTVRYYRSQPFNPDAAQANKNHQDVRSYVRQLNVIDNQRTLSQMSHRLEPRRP
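qHTS, titration series. 100 nM EPAC2 / 250 nM Rap1B-BODIPY-GDP / 50 uM GDP; RT; ex 480/em 540 nm, 5-min reads to 30 min. Norm. to 6.5 mM cAMP = activation.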
A549 tox: kills or reduces viability of A549 cells in Nrf2 counter-screen. A549 ARE-Fluc cells, CellTiter-Fluor viability, 18-24 h. Potency, µM (titrated, usually from 46 µM), for the others: at the highest dose activity change, negative = cytotoxicity, hits mostly inhibitors. 0.16% of 390,000 active. AID 504648; also: potency is read from the fitted curve at half-maximal effect; % is scaled to controls: 0 for no effect and ±100 for the full control effect
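A549 ARE-Fluc cells in 5% FBS OPTI-MEM, 5000 cells/well, rested 2 h then exposed to compounds in concentration-response for 18-24 h at 37 °C. Viability by CellTiter-Fluor fluorescence (Ex 405/Em 525) after 30 min; luciferase luminescence (BugLite, 15 min, RT) read afterwards.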
IL-2 act: IL-2 activation. 0.065% of 360,000 active. activation, % (series mostly up to about 46 µM). IL-2 activation reporter assay, cell-based qHTS; stimulated with anti-CD3/CD4/CD28 beads; in transgenic mouse T cells; in the data active = activation above about 50%; inconclusive = mostly about 30% to 49%; also: 0% is about no effect
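Unstimulated transgenic mouse T cells; 60-min compound exposure; bead-based TCR/CD4/CD28 stimulation; 18 h culture, 37 degrees C; dual fluorescence (EGFP, DsRed) plate cytometry.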
TGFb inhibitor: blocks TGF-b signaling; HepG2 CAGA-GFP TGF-b/SMAD3 reporter, GFP fluorescence, 18 h; TGF-beta stimulated, 500 pg/mL final; Potency, µM (highest dose often 46.1 µM), for the others: at the highest dose activity, negative = inhibition, actives largely listed as inhibitors; 1.2% of 410,000 active; AID 588855; also: potency is read from the fitted curve at half-maximal effect; % is scaled to controls: 0 for no effect and ±100 for the full control effect; nearly all actives have a fitted effect of over 65% in size
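Per well, imaged GFP fluorescence of HEPG2 CAGA-GFP cells gives the signal; cells get compound, then TGF-beta (500 pg/mL final), 18 h at 37 degrees C; %Activity versus -TGF-beta and +DMSO controls.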
Nrf2 activator: activates Nrf2 signaling; AREc32 ARE-luciferase reporter (MCF7-derived line), luminescence, 24 h; Potency, µM (doses to about 46.1 µM), without a hit: top-dose activation, usual class: activators; 0.31% of 410,000 active; also: potency is read from the fitted curve at half-maximal effect; % of control where 0% means no effect; nearly all actives have a fitted effect of over 65% in size
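For detection, Steady-Glo was added and plates sat 30 min at RT; before that, AREc32_Fluc cells grown overnight in OPTI-MEM/5% FBS had been treated with 23 nL compound for 24 hr at 37 deg C.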
ATXN2 expr inh: reduces ATXN2 reporter expression in HEK-293 cells; HEK-293 ATXN2-luciferase reporter, luminescence, 24 h; Potency, µM (top dose mostly 57 µM), inactives show at the top dose activity change, negative = inhibition, most hits filed as inhibitors; 0.72% of 360,000 active; also: potency is read from the fitted curve at half-maximal effect; % is scaled to controls: 0 for no effect and ±100 for the full control effect; nearly all actives have a fitted effect of over 55% in size
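ATXN2-luciferase reporter cells (luciferase flanked by upstream and downstream ATXN2 gene portions) were treated 24 h at 37 °C with compounds at up to 57 uM. SteadyGlo luminescence gave expression; GF-AFC fluorescence gave viability.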
S2 tox: reduces viability in counter-screen for ATXN expression inhibitors; S2 cells (HEK-293 line with an ATXN2-luciferase reporter) viability, CellTiter-Fluor protease fluorescence, 24 h; Potency, µM (highest dose often 56.7 µM), hits mostly cytotoxic; 0.49% of 400,000 active; AID 651635; also: potency is read from the fitted curve at half-maximal effect; nearly all actives have a fitted effect of over 40% in size
* hit, by the source's call; i = inactive; ? = inconclusive; nt = not tested or not shown; & = joins results of further samples; [ ] = remark or other dose. Unless noted, calls follow the shape of the dose curve; as a rule, active = well fitted curve in the direction sought with a large enough effect; inconclusive = small, poorly fitted or top-dose-only effect, or another doubt; inactive = no such curve, though single readings can be large; an effect the other way counts as inactive or inconclusive. The order is random, and some 4.3% of all compounds hit somewhere here.

Every second line gives: ATXN2 expr inh, S2 tox, EPAC2 agonist, Nrf2 inh, A549 tox, Nrf2 activator, HepG2 viability, TGFb inhibitor, IL-2 act
1	CCOC(=O)c1c(C)[nH]c(CCC(=O)NCCCN2CCN(c3cccc(Cl)c3)CC2)c1C
  nt, nt, nt, nt, -12%, 5.2%, -77%, ?, nt
2	O=C(O)[C@H]1CCCC[C@H]1C(=O)Nc1ccc(Nc2ccccc2)cc1
  7%, i, -1%, 5%, 7%, -0.1%, 2%, -12%, 0.5
3	CCN(Cc1nc2ccccc2n1C)c1ccccc1
  0%, i, -1%, -1%, -1%, -0.3%, -5%, -7%, -1.9
4	CCN1CCc2nc(SCC(=O)Nc3ccc(OC)cc3)c(C#N)cc2C1
  0%, i, 3%, 22%, -4%, 4.0%, 4%, -1%, -0.9
5	O=C(OCc1ccccc1)N1CCC2CC1c1cc(N3CCN(C(=S)NCCc4ccccc4)CC3)ccc12 (stereo not given)
  11%, ?, 11%, nt, nt, 4.0%, 5%, -22%, 1.4
6	CCOC(=O)C1=C(O)/C(=C/c2ccc(-c3ccccc3C(=O)O)o2)SC1=Nc1ccc(OC)cc1
  -4%, i, 4%, nt, 3%, -0.4%, -21%, -3%, 5.8
7	COc1ccc(-c2noc(N(c3nc(-c4ccc(OC)c(OC)c4)no3)c3ccccc3OC)n2)cc1OC
  5%, i, nt, 3%, 0%, 0.0%, -19%, -34%, nt
8	COc1cccc2c(=O)n(CC(=O)Nc3cccc(F)c3)ccc12
  -5%, i, 3%, 4%, -2%, -1.0%, 6%, 3%, -2.9
9	O=C(NCc1ccc(F)cc1)C(Cc1ccccc1)NS(=O)(=O)c1cccs1 (stereo not given)
  -3%, i, 8%, -25%, 15%, 0.5%, -1%, 0%, -1.0
10	CCCCOc1ccc(OC(=O)c2cccnc2)cc1
  -18%, i, 3%, 2%, 1%, -0.5%, -12%, -8%, -0.7
11	COc1ccc(-c2cn3nc(N4CCCC(C(=O)Nc5cc(Cl)ccc5OC)C4)sc3n2)cc1 (stereo not given)
  nt, nt, nt, -9%, -10%, -0.1%, 15%, -21%, nt
12	Cc1ccc(C(=O)NCC(=O)OCC(=O)NC2CCCCCCC2)cc1
  -18%, i, 13%, 8%, 0%, 0.5%, 12%, -1%, -1.6
13	COc1cccc(C2(O)CCN(C(=O)C3CCC3)CC2)c1
  -5%, i, 2%, -11%, -1%, 0.0%, 1%, -12%, 0.4
14	CC(=O)N1CC=CC1(C)C(=O)O (stereo not given)
  0%, i, 9%, 7%, -1%, 1.6%, -8%, -31%, 3.1
15	CC(NC(=O)C1CCN(C(=O)c2cccs2)CC1)c1ccc(S(N)(=O)=O)cc1 (stereo not given)
  0%, i, 8%, 4%, 3%, -1.3%, -1%, 1%, -0.3
16	COc1ccccc1NC(=O)c1ccc(NC(=O)CSc2n[nH]c(N)n2)cc1
  4%, i, 7%, -12%, -5%, 0.2%, 2%, -2%, -3.4
17	Cc1cc(C)n(CCC(=O)Nc2cccc(F)c2)n1
  nt, nt, 11%, 1%, 13%, -1.5%, -18%, 14%, 1.2
18	CCC(c1nnc(SCC(=O)Nc2cccc(S(N)(=O)=O)c2)n1-c1ccc(OC)cc1)N(C)C (stereo not given)
  2%, i, 7%, -4%, 0%, -0.9%, 10%, 18%, 1.2
19	C[C@@H]1C[C@H]2[C@@H]3C[C@H](F)C4=CC(=O)C=C[C@]4(C)[C@@]3(F)[C@@H](O)C[C@]2(C)[C@@]1(O)C(=O)CO
  3%&-4%, i, 0%, nt, -6%, 0.3%, -12%, 14%, -0.6
20	CCCc1nc2ccccc2c(C(=O)N(CC)CC(=O)NCc2cccs2)c1CC
  -3%, i, 6%, 6%, 0%, 0.1%, 6%, 0%, 6.2
21	CCCCc1n[nH]c(=S)n1Cc1ccc(C)cc1
  -22%[11.3 µM], i, 3%, -14%, 5%, 0.2%, -4%, -6%, -2.0
22	Cc1cccc(OCC(=O)NCCN2CCOCC2)c1
  -2%, i, 4%, nt, 2%, 0.5%, 7%, 6%, -0.7
23	COc1ccc(C2C(C#N)=C(N)Oc3cc(O)ccc32)cc1OC (stereo not given)
  10%, i, -6%, nt, 2%, -0.5%, 1%, 21%, 1.2
24	COc1ccc(-c2cccc(-c3nc4ccc(Cl)cn4c3NC3CCCCC3)c2)cc1
  -14%, i, 10%, -4%, -13%, 3.2%, -5%, 17%, -2.3
25	COc1cc(C2C(C(=O)OCC(C)C)=C(C)N=C3SCCC(=O)N32)ccc1OCc1ccccc1 (stereo not given)
  0%, i, nt, -16%, -7%, -1.0%, -2%, 6%, nt
26	COc1ccc(-n2nnc3c(SCC(=O)N4CCCc5ccccc54)ncnc32)cc1
  -2%, i, 3%, 15%, -5%, 0.3%, -6%, -23%, 1.2
27	C=CCNC(=O)c1cc2cccc(OC)c2oc1=O
  5%, i, 0%, 16%, 0%, 2.8%, -1%, 1%, 0.3
28	CC1=NN(c2ccc(C(F)(F)F)cn2)C(=O)C1
  3%, i, 3%, 1%, 1%, 10%, -55%, ?, -2.7
29	NC(=O)c1ccc(N2CCOCC2)nc1
  7%, i, 9%, 3%, 0%, -0.7%, -4%, -11%, -3.0
30	COc1cccc(Oc2c(C)oc3c(CN4CCCC4)c(O)ccc3c2=O)c1
  nt, i, 2%, -3%, 9%, -0.1%, -15%, -16%, -0.3
31	O=C(NCc1ccco1)c1cc(-c2ccccc2)nn1CC1CC(c2cccnc2)=NO1 (stereo not given)
  2%, i, 3%, 6%, -3%, 12%, -1%, -12%, -0.6
32	COc1ccccc1N1CCN(C(=O)CNC(=O)Cn2cnc3sc(C)c(C)c3c2=O)CC1
  6%, i, 7%, -9%, 10%, 0.5%, 3%, -1%, -1.3
33	CC(C)CNC(=O)CC(c1ccccc1)c1ccccc1
  4%, i, 0%, 6%, -6%, -0.1%, 4%, 0%, -0.3
34	Cc1cccc(OCc2ccc(-c3nc(C#N)c(NCCN(C)C)o3)o2)c1
  nt, nt, nt, 16%, 0%, 7.2%, -43%, nt, nt
35	CC1CC(C)CN(C(=O)c2cc(S(=O)(=O)N3CCCCC3)ccc2Cl)C1 (stereo not given)
  -14%, i, -1%, 17%, 10%, 0.6%, 3%, -30%, -3.2
36	Cc1cnc(NC(=O)C(C)N2CCN(C)CC2)s1 (stereo not given)
  nt, i, 6%, -1%, ?, 0.4%, 3%, -2%, -1.7
37	COc1ccc(NC(=O)COc2nsnc2N2CCCCC2)cc1
  -4%, i, 1%, nt, 6%, 1.4%, -2%, 3%, -0.2
38	COc1cc(C(=O)OCC(=O)NC2CCS(=O)(=O)C2)ccc1OCc1c(C)noc1C (stereo not given)
  11%, ?, 0%, 5%, -4%, 0.1%, -1%, -28%, -1.9
39	CCOC(=O)C1(Cc2ccc(OC)cc2)CCN(C(=O)c2cc(C)on2)CC1
  nt, i, 7%, -10%, -2%, 3.8%, -15%, -3%, 1.3
40	O=C(Cn1nc(C(F)F)cc1C(F)F)NNC(=S)Nc1ccc(Cl)cc1
  1%, i, 0%, 7%, -6%, -0.7%, -1%, ?, -2.9

Copied from above: compounds 21–33
Every second line gives: ATXN2 expr inh, S2 tox, EPAC2 agonist, Nrf2 inh, A549 tox, Nrf2 activator, HepG2 viability, TGFb inhibitor, IL-2 act
21	CCCCc1n[nH]c(=S)n1Cc1ccc(C)cc1
  -22%[11.3 µM], i, 3%, -14%, 5%, 0.2%, -4%, -6%, -2.0
22	Cc1cccc(OCC(=O)NCCN2CCOCC2)c1
  -2%, i, 4%, nt, 2%, 0.5%, 7%, 6%, -0.7
23	COc1ccc(C2C(C#N)=C(N)Oc3cc(O)ccc32)cc1OC (stereo not given)
  10%, i, -6%, nt, 2%, -0.5%, 1%, 21%, 1.2
24	COc1ccc(-c2cccc(-c3nc4ccc(Cl)cn4c3NC3CCCCC3)c2)cc1
  -14%, i, 10%, -4%, -13%, 3.2%, -5%, 17%, -2.3
25	COc1cc(C2C(C(=O)OCC(C)C)=C(C)N=C3SCCC(=O)N32)ccc1OCc1ccccc1 (stereo not given)
  0%, i, nt, -16%, -7%, -1.0%, -2%, 6%, nt
26	COc1ccc(-n2nnc3c(SCC(=O)N4CCCc5ccccc54)ncnc32)cc1
  -2%, i, 3%, 15%, -5%, 0.3%, -6%, -23%, 1.2
27	C=CCNC(=O)c1cc2cccc(OC)c2oc1=O
  5%, i, 0%, 16%, 0%, 2.8%, -1%, 1%, 0.3
28	CC1=NN(c2ccc(C(F)(F)F)cn2)C(=O)C1
  3%, i, 3%, 1%, 1%, 10%, -55%, ?, -2.7
29	NC(=O)c1ccc(N2CCOCC2)nc1
  7%, i, 9%, 3%, 0%, -0.7%, -4%, -11%, -3.0
30	COc1cccc(Oc2c(C)oc3c(CN4CCCC4)c(O)ccc3c2=O)c1
  nt, i, 2%, -3%, 9%, -0.1%, -15%, -16%, -0.3
31	O=C(NCc1ccco1)c1cc(-c2ccccc2)nn1CC1CC(c2cccnc2)=NO1 (stereo not given)
  2%, i, 3%, 6%, -3%, 12%, -1%, -12%, -0.6
32	COc1ccccc1N1CCN(C(=O)CNC(=O)Cn2cnc3sc(C)c(C)c3c2=O)CC1
  6%, i, 7%, -9%, 10%, 0.5%, 3%, -1%, -1.3
33	CC(C)CNC(=O)CC(c1ccccc1)c1ccccc1
  4%, i, 0%, 6%, -6%, -0.1%, 4%, 0%, -0.3

From PubChem BioAssay
